TIM10 inh = inhibits growth of TIM10 yeast strain | S. cerevisiae TIM10 strain growth, BacTiter-Glo luminescence, 24 h | inhibition, % at 10 µM | actives 1.4% (n = 330,000) | AID 463195;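 active = inhibition of 40% or more at the single tested concentration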;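 also: wild-type TIM10 isogenic control strain grown at permissive 25 °C; 0% = DMSO yeast wells and 100% = minimal medium wells without yeast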
tim23-1 inh = growth inhibitors of tim23-1 mutant yeast; AID 463212; inhibition, % at 20 µM; S. cerevisiae tim23-1 growth, BacTiter-Glo luminescence, 24 h; actives 1.3% (n = 330,000);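 active = growth inhibition of the mutant yeast at or above 50%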;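 also: temperature-sensitive mutant grown at 25 °C; plate controls were DMSO-treated mutant yeast for no effect and medium wells lacking yeast for full effect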
CXCR6 block = CXCR6 (human) receptor inhibition | O00574 | CHO-K1 PathHunter CXCR6 beta-arrestin, luminescence | inhibition, % at 20 µM | actives 0.36% (n = 360,000) | AID 602244; in the data active = inhibition above about 34%, passing the limit was not always enough;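 also: antagonist mode with CXCL16 agonist at 10 nM final; 0% = 10 nM CXCL16 with DMSO and 100% = unstimulated wells without agonist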
Target sequence (O00574 whole entry, looked up): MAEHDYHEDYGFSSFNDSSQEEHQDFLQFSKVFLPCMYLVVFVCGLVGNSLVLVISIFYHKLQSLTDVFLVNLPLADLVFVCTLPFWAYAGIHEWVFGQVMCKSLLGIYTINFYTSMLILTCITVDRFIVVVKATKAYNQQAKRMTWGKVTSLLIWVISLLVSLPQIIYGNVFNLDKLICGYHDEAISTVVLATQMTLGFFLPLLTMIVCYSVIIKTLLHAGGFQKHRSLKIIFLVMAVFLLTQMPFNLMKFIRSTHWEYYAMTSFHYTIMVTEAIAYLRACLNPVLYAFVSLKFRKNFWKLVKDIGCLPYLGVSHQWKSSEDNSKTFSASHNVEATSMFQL
Mdm2 MdmX PPI = human Mdm2/MdmX binding inhibition; SaOS-2 split-luciferase Mdm2/MdmX complementation, luminescence; O15151+Q00987; AID 485346; actives 3% (n = 330,000); inhibition, % at 8 µM;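 active = inhibition of at least 50% at 8 µM in the primary screen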
APJ agonist = activates the human apelin receptor APJ; P35414; CHO-K1 APJ PathHunter beta-arrestin, luminescence; 0% DMSO wells, 100% apelin; activation, % at 20 µM; actives 0.11% (n = 330,000);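 active = activation more than six SD over the plate average, tested at 20 µM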;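 also: 0% = DMSO alone and 100% = apelin-13 at 10 nM; some results filed as inactive read as strong as hits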
Target sequence (P35414 whole entry, looked up): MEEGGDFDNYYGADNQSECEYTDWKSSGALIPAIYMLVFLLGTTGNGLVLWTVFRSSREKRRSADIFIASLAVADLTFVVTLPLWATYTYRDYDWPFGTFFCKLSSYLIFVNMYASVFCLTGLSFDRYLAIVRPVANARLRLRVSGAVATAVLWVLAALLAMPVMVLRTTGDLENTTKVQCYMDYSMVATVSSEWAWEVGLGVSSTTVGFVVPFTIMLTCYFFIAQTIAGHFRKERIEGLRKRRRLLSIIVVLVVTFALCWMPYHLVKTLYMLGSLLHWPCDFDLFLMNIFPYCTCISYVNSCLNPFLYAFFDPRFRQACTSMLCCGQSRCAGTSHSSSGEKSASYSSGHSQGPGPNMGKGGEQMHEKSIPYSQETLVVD
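Test system – PathHunter CHO-K1 APJ (AGTRL-1) beta-arrestin reporter cells · Input – 1000 cells/well · Compound – single test compound dose, 20 µM final, 1% DMSO · Times – compound stimulation 90 min at 25 °C, detection 60 min · Technique – beta-gal luminescence · Read-out basis – APJ–arrestin association signal · Control set – negative DMSO alone, positive Apelin-13 at 10 nM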
APJ antagonist = antagonists of human APJ apelin receptor; P35414; CHO-K1 APJ beta-arrestin complementation, luminescence; inhibition, % at 20 µM; actives 0.32% (n = 330,000);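 active = inhibition above about 40% at 20 µM, limit read from the data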;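 also: cells challenged with 10 nM apelin-13 agonist together with compound; plate controls were apelin-13 plus DMSO wells for no effect and DMSO wells lacking apelin-13 for full effect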
XBP1 UPR activ = activators of adaptive arm of unfolded protein response (XBP1); activation, % at 20 µM; CHO-XBP1 luciferase reporter, IRE1-XBP1 UPR activation, luminescence; percent of tunicamycin response, DMSO as zero; AID 463104; actives 0.33% (n = 330,000);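 active = versus positive control, 20 µM dose yields 30% or more activation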;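 also: 100% = tunicamycin at 10 µg/mL and 0% = DMSO only wells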
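Assay system: CHO-XBP1 luciferase reporter cells; Schedule: 6 h treatment, 37 °C; Detection: glow luminescence from Steady-Glo reagent; Benchmarks: high control tunicamycin 10 µg/mL final, low control DMSO vehicle only.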
tim10-1 inh = growth inhibitors of tim10-1 mutant yeast; S. cerevisiae tim10-1 ts strain growth, BacTiter-Glo, 24 h; inhibition, % at 20 µM; actives 2.2% (n = 330,000);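 active = inhibition of at least 40%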;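 also: mutant grown at 25 °C; 0% = DMSO wells with yeast and 100% = wells holding no yeast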
UPR CHOP act = apoptotic UPR (CHOP) activation; CHO-CHOP luciferase reporter, luminescence; percent of tunicamycin response over DMSO baseline; activation, % at 10 µM; actives 0.34% (n = 330,000); AID 449763;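 active = at 10 µM dose, activation of 40% or more, normalized to positive control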;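 also: 100% = tunicamycin at 10 µg/mL and 0% = DMSO alone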
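Evaluation: % reporter activation, DMSO baseline versus tunicamycin full activation; System: CHO-CHOP luciferase reporter cell line; Input: 500 cells/well; Incubation: 6 h compound treatment, 37 °C; Measured by: Steady-Glo luciferase luminescence; Dosing: one dose, 10 µM in 0.5% DMSO; Buffer or medium: F12 medium, 10% FBS; Benchmarks: positive tunicamycin 10 µg/mL, negative DMSO alone.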
Active calls of the source: *.

structure,TIM10 inh,tim23-1 inh,CXCR6 block,Mdm2 MdmX PPI,APJ agonist,APJ antagonist,XBP1 UPR activ,tim10-1 inh,UPR CHOP act
C/C(=N\NC(=O)c1ccc(F)cc1)c1ccc(NC(=O)Cc2ccccc2)cc1,3.6,10.5,11.3,12.9,-3.6,-3.6,1.2,13.6,1.9
Cc1occc1-c1nnc(SCC(=O)Nc2ccccn2)o1,-12.7,3.0,-8.3,-63.5,0.1,3.5,0.5,5.0,0.4
CC(=O)c1ccc(N(C(=O)CNC(=O)c2ccco2)C(C(=O)NC2CCCC2)c2ccc(C)o2)cc1 (configuration not stated),8.8,4.0,-5.5,-13.7,-1.2,7.3,1.9,10.8,7.3
COc1ccc(-c2cc(C#N)nc(N3CCN(c4ccccc4)CC3)n2)cc1,14.4,-10.8,6.4,14.7,-4.7,1.1,-2.5,12.8,2.5
c1ccc2c(NC3CCCC3)nnc(NC3CCCC3)c2c1,-19.3,1.2,9.3,24.9,-6.2,9.5,-1.8,0.3,-1.3
O=C(Cn1nc(CNc2ccc(Cl)cc2)[n+]2c1CCCCC2)c1ccc(Br)cc1,20.7,12.4,0.1,7.5,-1.3,6.0,0.0,37.0,2.1
COc1cccc(-c2noc(CCC(=O)NCC3CCCO3)n2)c1 (configuration not stated),10.1,9.0,-2.0,-21.3,-4.1,-3.1,0.6,8.0,1.0
CCCCCn1c(N(C)Cc2ccccc2)nc2c1c(=O)[nH]c(=O)n2C,-13.8,30.1,3.7,34.7,-2.6,-60.7,6.8,9.1,1.6
O=S1(=O)C=C(SCc2ccc(F)cc2)Nc2ccccc21,-7.1,17.7,-3.7,9.4,-2.1,-1.9,3.0,3.9,-2.5
Cc1ccc(S(=O)(=O)N2CCOCC2)cc1NC(=O)CNCc1cccnc1,17.2,19.7,-9.2,-2.3,-3.3,0.6,0.2,-10.3,-3.4
Cc1ccc(C(=O)CSc2nc3c([nH]2)c(=O)n(C)c(=O)n3C)cc1,-3.5,7.2,-4.1,0.3,-9.8,7.8,-2.6,-4.4,-1.5
CSc1ncccc1C(=O)N1CCN(S(=O)(=O)c2cc(C)ccc2C)CC1,15.0,13.0,-2.1,17.7,-1.7,16.4,-0.6,7.0,0.5
CC(=O)Oc1ccc(OC(C)=O)c2c1CC(C)=C(C)C2,18.8,22.3,1.9,19.1,-6.2,1.4,-4.6,22.9,2.4
CCOc1ccc(N/C=C/C(=O)c2ccc(OC)cc2)cc1,5.3,12.7,4.8,-26.9,-2.5,2.7,-4.0,-3.6,5.4
CC(C)Oc1ccccc1OCCCOc1cccc2cccnc12,-13.6,29.6,-2.3,5.2,-4.0,-22.7,-1.3,38.3,2.2
Clc1ccc(OCCCNCc2ccccc2)c2ccccc12,-38.7,41.1,-0.8,40.1,-0.9,3.4,1.4,-17.9,3.4
S=c1nc(-c2cc(Cl)ccc2Cl)[nH][nH]1,0.6,13.9,-5.0,10.7,0.7,-5.5,-4.3,-7.0,0.2
COc1ccccc1N1CCN(C(=O)CCNS(=O)(=O)c2cc(Br)cnc2N)CC1,-4.4,-28.3,-7.1,-8.7,3.2,-19.4,-3.8,-6.0,1.0
Cc1ccc(C(=O)OC(C)CN2C(C)CCCC2C)cc1 (configuration not stated),-19.4,5.3,-5.4,5.4,-0.2,-0.8,-2.3,8.3,-2.0
COc1ccc(C(CNC(=O)CNC(=O)c2ccccc2)N2CCCC2)cc1 (configuration not stated),-4.1,7.0,5.3,46.6,-5.3,-0.4,-0.2,-1.9,1.0
CC(C)(C)N(C(=O)Cn1nnc(-c2ccc(F)cc2)n1)C(C(=O)NC1CCCC1)c1ccncc1 (configuration not stated),14.2,-10.5,1.2,27.0,0.8,-3.9,1.6,30.4,5.5
Cc1ccc(CNc2nc(C)nc3sc4c(c23)CCC4)cc1,27.5,19.4,-3.8,-4.3,-3.9,15.1,-1.1,28.5,-0.3
CC(C)c1cc(C(=O)OCC(=O)N2CCN(C(=O)c3ccco3)CC2)c(O)c(C(C)C)c1,9.5,10.6,4.8,2.8,9.6,11.2,-5.7,-2.0,0.4
Cn1c(/C=C/c2ccccc2[N+](=O)[O-])nc2ccccc2c1=O,-1.8,5.0,-7.1,2.8,-3.8,8.9,1.8,2.9,2.0
CCOc1cccc2cc(C(C)=O)oc12,-8.7,7.2,1.8,14.9,-2.3,-1.6,2.9,8.2,0.0
Cc1ccc(OCc2nnc(SCC(=O)N3C(C)CCCC3C)o2)cc1 (configuration not stated),24.8,19.1,-1.7,19.9,-3.1,2.2,-0.7,3.9,0.6
O=C(O)C1C(=O)NCC1c1ccccc1 (configuration not stated),-1.6,6.5,-2.6,7.8,-2.2,5.0,-2.0,1.9,1.9
O=C(Nc1ccc2c(c1)OCO2)Nc1ccccc1F,4.6,15.0,6.0,-161.3,3.3,-22.3,3.5,-13.4,3.7
Cc1cc(C)cc(N(CCC#N)C(=O)COC(=O)CN2C(=O)NC(C)(C)C2=O)c1,-5.2,-2.4,10.1,-5.2,-2.0,2.2,-0.7,-11.8,1.2
Cc1ccc(C(=O)COC(=O)c2cccc(O)c2)s1,3.7,4.3,-0.5,-77.3,3.8,-12.4,-1.9,-10.1,-0.9
Cc1ccc(CN2C(=O)C3CCCN3c3ncccc32)cc1 (configuration not stated),1.1,-1.7,1.7,18.7,1.5,12.7,-1.2,-7.1,2.6
Cc1ccccc1NC(=O)/C(C#N)=C\c1cn(CC(=O)O)c2ccccc12,22.9,8.8,10.3,-26.7,-1.5,0.7,-2.5,13.3,0.3
NC(=O)C1CCN(C2=C(NS(=O)(=O)c3ccccc3)C(=O)c3ccccc3C2=O)CC1,6.6,16.7,-5.7,27.7,10.1,-62.3,-1.3,2.1,-0.5
COC(=O)c1cn(NC(=O)c2ccc3c(c2)OCO3)c(=O)c2ccccc12,-16.2,8.3,7.1,-15.7,4.0,-2.7,0.2,-1.2,0.8
CCCCOc1ccc(CSc2nnc(C)n2N)cc1[N+](=O)[O-],12.5,2.4,4.2,8.7,-2.6,1.1,-1.4,19.2,0.6
CC(C)(C)NC(=O)CSc1n[nH]c(=O)n1-c1ccccc1,-8.7,-9.2,-4.4,-13.2,-2.4,-1.4,-1.0,12.9,-2.0
COc1ccc(C(=O)Nc2nc(-c3ccc([N+](=O)[O-])cc3)c(-c3ccccc3)s2)cc1,-2.8,15.2,35.2,19.7,-5.9,12.7,-5.7,4.9,-1.5
Cc1nn(Cc2ccccc2Cl)c(C)c1NC(=O)Cn1nc([N+](=O)[O-])c(Cl)c1C,2.8,11.8,-15.2,15.6,-7.1,4.4,-1.2,15.4,-4.0
CC(=O)NC(CC(=O)Nc1cccc(S(=O)(=O)N2CCCC2)c1)c1ccccc1 (configuration not stated),10.6,10.6,8.7,25.9,-4.6,5.1,-4.3,19.9,0.5
c1ccc(Cc2c[nH]c3ccccc23)cc1,3.8,20.7,2.2,16.2,0.3,-11.9,-1.0,8.0,0.7
Cc1nn(C)c(C)c1NC(=O)c1cc2nc(-c3ccco3)cc(C(F)(F)F)n2n1,11.9,15.5,3.3,17.1,-2.7,-5.4,3.0,11.8,-0.9
Cc1ccc(C(=O)N2CCCC(C(=O)c3ccc(Cl)cc3C)C2)cn1 (configuration not stated),-1.1,13.9,2.6,9.5,-2.4,3.8,-0.7,11.4,1.4
S=C(Nc1cccnc1)Nc1cccc2cnccc12,5.1,17.9,-12.0,15.3,-2.6,-70.0,3.0,10.1,-0.1
CCOC(=O)c1cnc2c(OC)cccc2c1NCc1cccnc1,-1.2,-1.7,2.3,4.6,-2.7,1.9,-1.9,17.7,0.1
CC1=C(C(=O)Nc2ccccc2Cl)C(c2ccc(N(C)C)cc2)NC(=O)N1 (configuration not stated),5.2,13.3,5.3,19.8,-2.3,12.2,1.0,-10.9,-0.5
CC(=O)NCCc1nc2ccccc2n1CCOc1ccc(C)cc1,-4.3,8.9,-2.0,0.9,-3.4,11.2,1.0,-2.7,1.5
O=C(N=Nc1c(O)[nH]c2ccccc12)c1cccc(S(=O)(=O)N2CCCCC2)c1,-12.3,-24.7,-11.9,17.9,0.8,14.0,14.1,0.9,2.8
Cc1ccc(/C=N/NC(=O)C2(O)c3ccccc3-c3ccccc32)o1,-0.2,17.0,-1.2,-17.3,-0.6,9.4,-0.8,14.8,-0.4
CNC(=O)c1ccsc1NC(=O)c1ccc(S(=O)(=O)N2CCCc3ccccc32)cc1,7.8,27.9,14.9,45.8,-1.8,-6.1,0.1,22.7,4.5
COc1ccc(S(=O)(=O)Cc2ccc(C(=O)NC3CC3)o2)cc1,0.5,-0.9,-1.2,9.5,-0.8,14.8,0.2,-14.2,0.7

Rewritten field by field: 2 of the compounds above.
> CCOC(=O)c1cnc2c(OC)cccc2c1NCc1cccnc1
  TIM10 inh: -1.2
  tim23-1 inh: -1.7
  CXCR6 block: 2.3
  Mdm2 MdmX PPI: 4.6
  APJ agonist: -2.7
  APJ antagonist: 1.9
  XBP1 UPR activ: -1.9
  tim10-1 inh: 17.7
  UPR CHOP act: 0.1
> CC1=C(C(=O)Nc2ccccc2Cl)C(c2ccc(N(C)C)cc2)NC(=O)N1 (configuration not stated)
  TIM10 inh: 5.2
  tim23-1 inh: 13.3
  CXCR6 block: 5.3
  Mdm2 MdmX PPI: 19.8
  APJ agonist: -2.3
  APJ antagonist: 12.2
  XBP1 UPR activ: 1.0
  tim10-1 inh: -10.9
  UPR CHOP act: -0.5

(next part)
structure,TIM10 inh,tim23-1 inh,CXCR6 block,Mdm2 MdmX PPI,APJ agonist,APJ antagonist,XBP1 UPR activ,tim10-1 inh,UPR CHOP act
CCOc1ccc(/C=N/OCC(=O)NCc2cccs2)cc1,16.5,11.5,-10.3,26.2,-1.7,-0.2,-0.8,15.9,2.2
NC(=O)CN1CCN(C(=O)Nc2ccccc2)CC1,1.4,9.0,10.4,-32.1,-2.7,0.4,2.5,19.8,0.8
Cc1cc(C)c2c(=O)[nH]c(SCC(=O)Nc3ccc(Br)cc3)nc2n1,-21.3,-15.1,0.8,35.7,2.4,-27.6,-0.3,-11.5,-0.2
C=CCNC(=S)NNC(=O)COc1ccc2cc(Br)ccc2c1,-7.0,-12.4,11.1,-151.9,-5.0,29.5,-1.8,-24.6,4.9
CCOC(=O)/C=C1\CC(=O)Nc2nonc2N1,3.7,7.5,-6.5,14.1,-2.8,-3.0,-0.9,-1.0,18.3
N/C(=N\OC(=O)c1cccc(C(F)(F)F)c1)c1cnccn1,10.3,42.4,-9.7,13.3,26.5,-133.0,3.0,6.5,7.0
Cc1ccc(S(=O)(=O)N2CCN(C(=O)c3ccc(COc4ccccc4)o3)CC2)cc1,3.6,26.0,-6.4,15.0,-1.4,-5.0,-0.3,16.7,-0.9
COc1ccc(-c2nc(CS(=O)CC(=O)NCCc3ccc(OC)c(OC)c3)c(C)o2)cc1 (configuration not stated),5.1,5.9,-3.6,34.0,-3.2,-14.7,0.7,11.3,-1.2

Bioassay records (PubChem)

A portion of the library (hit frequency here may not be typical).
